Source: PubChem
L3MBTL1 inh: L3MBTL1 (human) inhibition; AlphaScreen L3MBTL1–H3K9me1 peptide binding; Q9Y468; 230,000 compounds, 0.66% hits; Potency, µM (titrated, usually from 57.1 µM), for inactives: at the top dose activity, negative = inhibition, hits mostly inhibitors; active means well fitted inhibition curve with a large enough effect; inconclusive means small, poorly fitted or top-dose-only effect; inactive means no such curve, though single readings can be large or run the other way; further: nearly all actives have a fitted effect of over 60% in size
Target sequence (Q9Y468 whole entry, looked up): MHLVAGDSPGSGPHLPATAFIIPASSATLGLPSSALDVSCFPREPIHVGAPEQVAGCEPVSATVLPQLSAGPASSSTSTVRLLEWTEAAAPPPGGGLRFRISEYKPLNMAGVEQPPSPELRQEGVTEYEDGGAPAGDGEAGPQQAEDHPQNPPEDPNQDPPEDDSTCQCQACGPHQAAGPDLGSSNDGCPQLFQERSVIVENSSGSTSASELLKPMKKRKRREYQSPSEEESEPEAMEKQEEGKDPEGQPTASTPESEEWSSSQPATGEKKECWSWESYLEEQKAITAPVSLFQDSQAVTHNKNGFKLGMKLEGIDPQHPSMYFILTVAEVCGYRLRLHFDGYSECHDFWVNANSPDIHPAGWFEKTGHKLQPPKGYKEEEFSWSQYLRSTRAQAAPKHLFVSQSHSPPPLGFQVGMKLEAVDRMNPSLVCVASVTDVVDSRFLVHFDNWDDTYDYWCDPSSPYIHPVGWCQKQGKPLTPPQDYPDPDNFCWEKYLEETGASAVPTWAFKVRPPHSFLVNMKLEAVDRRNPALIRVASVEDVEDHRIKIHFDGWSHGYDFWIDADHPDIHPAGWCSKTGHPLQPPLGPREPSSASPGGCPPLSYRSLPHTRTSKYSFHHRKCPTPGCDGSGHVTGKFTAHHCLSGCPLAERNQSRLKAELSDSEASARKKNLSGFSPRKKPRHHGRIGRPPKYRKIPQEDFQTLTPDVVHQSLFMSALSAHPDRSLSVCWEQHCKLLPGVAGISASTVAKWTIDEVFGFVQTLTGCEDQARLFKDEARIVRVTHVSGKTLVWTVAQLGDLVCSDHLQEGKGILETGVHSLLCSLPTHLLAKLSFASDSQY
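L3MBTL1 50 nM + b-AHA-H3(1-15)K9me1 75 nM, 30 min RT; compound added, 30 min RT; streptavidin donor/Ni-chelate acceptor beads 10 ug/mL each final, 30 min RT dark; AlphaScreen read.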
Active calls of the source: *; ? = inconclusive; [ ] = dose if it differs, or a comment. On the % scale 0 is the no-effect control and ±100 the full control effect; potency means the concentration at half of the fitted maximal effect.

Preview:
L3MBTL1 inh | SMILES
-23% | CC(=O)N[C@@H](C)c1nc2ccccc2n1CCCN1CCN(c2nc(-c3ccc(C)cc3)cs2)CC1
-1% | Clc1cccc(OCCN2CCCC2)c1
-2% | CC(=O)N(C)c1ccc(NC(=O)Cc2cccs2)cc1
-4% | Nn1c(SCC(=O)Nc2ccc(OC(F)F)cc2)nnc1-c1ccco1
1% | CCCCn1c(=S)[nH]c2cc(S(=O)(=O)N3CCOCC3)ccc21

The list itself, repeating the preview:
L3MBTL1 inh | SMILES
-23% | CC(=O)N[C@@H](C)c1nc2ccccc2n1CCCN1CCN(c2nc(-c3ccc(C)cc3)cs2)CC1
-1% | Clc1cccc(OCCN2CCCC2)c1
-2% | CC(=O)N(C)c1ccc(NC(=O)Cc2cccs2)cc1
-4% | Nn1c(SCC(=O)Nc2ccc(OC(F)F)cc2)nnc1-c1ccco1
1% | CCCCn1c(=S)[nH]c2cc(S(=O)(=O)N3CCOCC3)ccc21
-2% | CCOC(=O)CNc1nc(C(C)(C)C)nc2c1nnn2Cc1ccccc1
16% | CN(C)CCN(CC1CCCN(Cc2ccccc2F)C1)C(=O)c1ccc(F)cc1 (centres undefined)
-3% | COc1ccc(Br)cc1S(=O)(=O)n1nc(C)cc1C
1% | COc1cccc(NC(=O)CSc2nnc(CNC(=O)c3ccco3)n2C)c1
2%[2.29 µM] | COc1cc(/C=C2\SC(N)=NC2=O)cc(Br)c1O
5% | CC1CN(C(=O)COC(=O)CSc2ccc([N+](=O)[O-])cc2)CC(C)O1 (centres undefined)
? | COc1ccc(Cc2cc(NCc3ccccc3)c3ncn(C(C)C)c3c2)cc1
-4%[2.29 µM] | C1=C(c2ccco2)N2CCN=C2S1
4% | CC1CN(C(=O)COC(=O)c2cccc(NS(=O)(=O)c3ccccc3)c2)CC(C)O1 (centres undefined)
? | CCn1nc(C(=O)Nc2ccccc2N2CCCC2)c2ccccc2c1=O
3% | N#CC1(NC(=O)COC(=O)c2cc([N+](=O)[O-])ccc2N2CCOCC2)CCCCC1
11% | O=C(COC(=O)C1CCN(c2ccc(C(F)(F)F)cn2)CC1)NCc1ccc(Cl)cc1Cl
-8% | COc1ccccc1NC(=O)Nc1nc(CC(=O)Nc2ccc(F)cc2)cs1
2% | CC(NC(=O)COC(=O)CCC(=O)c1ccc(F)cc1)c1ccccc1 (centres undefined)
-1% | Cc1nnc(SCC(=O)Nc2sc3c(c2C(N)=O)CCC(C)C3)[nH]c1=O (centres undefined)
-2% | COC(=O)c1ccccc1S(=O)(=O)N1CCC(C(=O)OCc2ccc([N+](=O)[O-])cc2)CC1
1% | CCOC(=O)C1=CC[C@H]2c3c(c4ccccc4n3C)C(=O)C1N2C
-1% | COC(=O)C1=C(C)N(Cc2ccccc2)C(=NCc2ccc3c(c2)OCO3)N[C@H]1c1ccccc1
-8% | CC(C)CN1CCC(=O)N([C@H](CSc2ccccc2)Cc2ccccc2)CC1
7% | O=C(NCc1ccc(F)cc1)C1CC(=O)N(C2CCCC2)C1 (centres undefined)
-4% | COc1ccc(-c2sc3cc4c(cc3c2C#Cc2cncn2C)OCO4)cc1
-2% | Cc1cc(C)c(OCCCNC2CCCC2)c(Br)c1
0% | CC1CCCN(C(=O)C2CCN(C(=O)Nc3ccccc3)CC2)C1 (centres undefined)
4% | COc1ccccc1C(=O)NS(=O)(=O)c1ccc(C)cc1
0% | CCN(C(=O)COC(=O)/C(=C/c1ccccc1)n1nnnc1C)C1CCCCC1
-6% | CC(=O)c1ccc(S(=O)(=O)Nc2ccc(C(=O)NCCCn3ccnc3)cc2)cc1
5% | CCCn1c(N)c(C(=O)CSc2ncn[nH]2)c(=O)n(C)c1=O
1% | C[C@H](CO)N1C[C@H](C)[C@@H](CN(C)S(=O)(=O)c2cn(C)cn2)Oc2c(NS(=O)(=O)c3ccc(F)cc3)cccc2C1=O
-8% | Cc1ccccc1NC(=O)CN1C(=O)c2ccccc2C1=O
-16% | COC(=O)c1c(-c2ccsc2)sc2ccc(-c3cc(OC)c(OC)c(OC)c3)cc12
-5% | Cc1ccc(S(=O)(=O)N2CCOCC2)cc1NC(=O)CSc1nnc2n1CCCCC2
2% | OCc1ccccc1OCCCOc1cccc2cccnc12
7% | CCN1CCN(c2ccc(S(=O)(=O)N3CCOCC3)cc2NC(=O)c2ccc(C)c(C)c2)CC1
-9% | CCN(CC)CC(=O)Nc1sc(C)cc1C(=O)c1ccc(C)cc1
-1% | O=C(O)c1cccc(C(=O)O)c1Br
57%[activator] | COc1ccccc1/C=C/C(=O)Nc1cccnc1Cl
4% | COc1ccc(C2=NN(C(=O)CSc3nc(=O)n4ccc(C)cc4n3)C(c3ccc(C)cc3)C2)cc1 (centres undefined)
11% | CCN(CC)S(=O)(=O)c1ccc(OC)c(NC(=O)CCc2c(C)noc2C)c1
-4% | CCOC(=O)N1CCN(C(=O)COc2ccc3oc4c(c3c2)CCCC4)CC1
1% | CCOC(=O)C1=CN(Cc2ccc(Br)cc2)S(=O)(=O)NC1C (centres undefined)
-4% | O=C(CCC(=O)N1CCOc2ccccc21)NCCCN1CCCCC1
3% | Cc1ccccc1-c1cc(C(=O)NCc2cccc(C(F)(F)F)c2)n(CC2CC(c3cccnc3)=NO2)n1 (centres undefined)
7% | O=S(=O)(Nc1ccccc1N1CCOCC1)c1ccccc1C(F)(F)F
6% | COc1cc(OC)cc(C(=O)NC(C(=O)NCCc2ccccn2)C(C)C)c1 (centres undefined)
-3% | Cc1ccc(NS(=O)(=O)c2c(C)ccc3nsnc23)c([N+](=O)[O-])c1
3% | CCNS(=O)(=O)c1ccc(C(=O)OCC(=O)N2CCCc3ccccc32)cc1
9% | Cc1ccc(S(=O)(=O)N(C)c2ccc(OC(=O)c3cccs3)cc2)cc1
-4% | COC(=O)c1cc(-c2c(-c3cc(OC)c(OC)c(OC)c3)noc2C)cc([N+](=O)[O-])c1
-2% | O=C(COC(=O)c1ccccn1)NCc1ccc(Cl)cc1Cl
-2% | Nc1c(Cl)cc(C2=NCCn3c2c2ccc([N+](=O)[O-])cc2[n+]3[O-])cc1Cl
4% | COc1ccc(-c2noc(N3CCC(C(=O)Nc4ccccc4Cl)CC3)n2)cc1
3% | CN(CC(=O)Nc1ccc(Br)cc1)Cc1ccccc1
-4% | Cc1ccc(S(=O)(=O)CCC(=O)NC2CCCCC2)cc1
6% | Cc1ccccc1NC(=O)C(C)OC(=O)c1ccccc1C(=O)N(C)c1ccccc1 (centres undefined)
-7% | Cc1c(C(=O)O)sc(S(=O)(=O)N2CCN(C(=O)Cc3ccccc3Cl)CC2)c1C(=O)O

Three of the entries above in order of their number in L3MBTL1 inh, highest first:
L3MBTL1 inh | SMILES
11% | CCN(CC)S(=O)(=O)c1ccc(OC)c(NC(=O)CCc2c(C)noc2C)c1
9% | Cc1ccc(S(=O)(=O)N(C)c2ccc(OC(=O)c3cccs3)cc2)cc1
1% | CCOC(=O)C1=CN(Cc2ccc(Br)cc2)S(=O)(=O)NC1C (centres undefined)

Individual results from above.
Cc1ccc(S(=O)(=O)N(C)c2ccc(OC(=O)c3cccs3)cc2)cc1 – L3MBTL1 inh: 9%
CCNS(=O)(=O)c1ccc(C(=O)OCC(=O)N2CCCc3ccccc32)cc1 – L3MBTL1 inh: 3%

The list continues.
L3MBTL1 inh | SMILES
28µM* | Cc1ccc(-c2csc(NS(=O)(=O)c3cccc(F)c3)n2)o1
-3% | O=C(Nc1cccc(NC(=O)c2ccccc2[N+](=O)[O-])c1)c1ccccc1Cl
-14% | CCCCN1C(=N)N([C@@H](C)CN2CCC[C@H]2CN2C(N)=NC[C@H]2C(C)C)C[C@H]1[C@H](C)CC
0% | CCCCn1c(N)c(N(CC)C(=O)COc2ccc(C#N)cc2)c(=O)[nH]c1=O
-3% | CN1CCN(S(=O)(=O)c2cccc(C(=O)N(C)Cc3cccs3)c2)CC1
? | CCCCN(C(=O)c1cc(-c2ccco2)nc2ccccc12)c1c(N)n(CCCC)c(=O)[nH]c1=O
-12% | Cc1cccc(C(=O)Nc2cc(S(=O)(=O)N3CCOCC3)ccc2N2CCCC2)c1
6% | CN(C(=O)CSc1nnc(-c2ccco2)n1C)C1CCCCC1
5% | C[C@@]12C(=O)N(c3ccc(F)cc3)C(=O)N1[C@@H]1c3ccccc3OC[C@@H]1[C@H]2c1ccccc1
0% | Cc1ccc(NS(=O)(=O)c2ccc3c(c2)CC(=O)N3)c(C)c1
0% | COc1ccc(NC(=O)COc2ccccc2)cc1Cl
-9% | CCCCn1c(N)c(N(CCOC)C(=O)c2ccc(C)o2)c(=O)[nH]c1=O
1% | CSCc1ccc(C(=O)OCc2nc3ccccc3s2)o1
10% | COc1ccc(NS(=O)(=O)c2cccc(C(=O)NNC(=O)CNC(=O)c3ccccc3F)c2)cc1
-2% | NNC(=O)c1nc[nH]c1C(=O)Nc1ccccc1
-1% | CCCN1CCN(C(=O)CCc2nnc3ccc(N4CCN(c5cccc(OC)c5)CC4)nn23)CC1
-9% | CN(C)S(=O)(=O)c1cc(NC(=O)COC(=O)c2nc(Cl)ccc2Cl)ccc1Cl
3% | COc1ccccc1NC(=O)NC1CC(=O)N(c2ccc3c(c2)OCCO3)C1 (centres undefined)
6% | COc1ccc(CNC(=O)CN(C)S(=O)(=O)c2ccc3c(c2)OCCO3)cc1OC
-12% | CSc1ccc(S(=O)(=O)NCC(=O)OCC(=O)N(C)C2CCCCC2)cc1[N+](=O)[O-]

Grouped by structure: those above containing a cyano group.
L3MBTL1 inh | SMILES
3% | N#CC1(NC(=O)COC(=O)c2cc([N+](=O)[O-])ccc2N2CCOCC2)CCCCC1
0% | CCCCn1c(N)c(N(CC)C(=O)COc2ccc(C#N)cc2)c(=O)[nH]c1=O

Next part:
L3MBTL1 inh | SMILES
3% | S=C(NCCc1ccccc1)N1CCN(C(=S)NCCc2ccccc2)CC1
4% | Cc1cccc(C(=O)OCC(=O)N2CCN(C(=O)c3ccco3)CC2)c1O
-8% | COc1cc2c(cc1OC)CN(S(=O)(=O)c1ccc(Cl)nc1)CC2
-1% | C=CCNC(=O)C1CC(=O)N(c2ccc(OCc3ccc(F)cc3)cc2)C1 (centres undefined)
-3% | CCCCn1c(N)c(N(Cc2ccccc2OC)C(=O)COc2ccc(C)cc2)c(=O)[nH]c1=O
11% | c1ccc(CCN2CCN=C2Nc2ccccc2)cc1
3% | CCc1ccc(OCC(=O)Oc2ccc([N+](=O)[O-])cc2)cc1
30% | CCOc1ccc(N2CC(C(=O)Nc3cccc(C(=O)NC4CC4)c3)CC2=O)cc1 (centres undefined)
-3% | COc1cc2c(cc1O)CCN(C(=O)CSc1nncn1C)[C@@H]2C
66%[activator] | CC(C)c1ccc(NC(=O)COC(=O)CC2CCCC2)cc1
-3% | C[C@H]1CN([C@@H](C)CO)C(=O)Cc2cc(NC(=O)CCN3CCOCC3)ccc2O[C@@H]1CN(C)Cc1ccc(Oc2ccccc2)cc1
3% | CC(NC(=O)CSC(=S)N1CCCC1)c1ccc(S(N)(=O)=O)cc1 (centres undefined)
3% | CCc1ccc(C(=O)C[n+]2cccc3cc(OC)ccc32)cc1
3% | C=CCC[C@@H](Cc1ccc(F)cc1)C(=O)OC[C@H](Cc1c[nH]c2ccccc12)NC(=O)[C@@H](CC=C)CC(=O)N[C@H](CO)Cc1ccccc1
4% | COc1ccc(CC(=O)OCC(=O)c2ccc(F)cc2)cc1
-5% | Cc1ccc(CNc2ccccc2C(=O)O)s1
-20% | COc1ccc(-c2sc3ccccc3c2C#Cc2cncn2C)cc1
5% | COc1cc(C(=O)NCC(C)(C)CNC(=O)c2cc(OC)c(OC)c(OC)c2)cc(OC)c1OC
4% | N#Cc1ccccc1OCC(=O)NNC(=O)CCNC(=O)c1ccccc1
5% | CC(C)CC(=O)N1CCN(C(=O)c2ccc(F)cc2)CC1
0% | CC[C@@]1(C(=O)OC)N[C@H](CN(C)C(=O)c2ccccc2)[C@@H]2C(=O)N(C)C(=O)[C@@H]21
-10% | CC1(C(=O)OCC(=O)Nc2ncc(Cl)cc2Cl)CC1(Cl)Cl (centres undefined)
0% | Cc1ccc(C)c(NC(=O)COC(=O)c2ccc[n+]([O-])c2)c1
3% | O=C(C1CC=CCC1)N1CCN(S(=O)(=O)c2ccc(F)cc2)CC1 (centres undefined)
2% | CC(NC(=O)C(C)N1C(=O)c2cccc([N+](=O)[O-])c2C1=O)c1ccccc1 (centres undefined)
11% | O=C(NC1CCCCC1)N1CCNCC1
0% | COc1ccc([N+](=O)[O-])cc1NC(=O)C(C)OC(=O)Cn1[nH]c(=O)c2ccccc2c1=O (centres undefined)
2% | O=C(c1cnn(C(=O)c2ccccc2F)c1)c1ccccc1O
-2% | Cc1cc(=O)[nH]c(SCC(=O)N2CC3(C)CC2CC(C)(C)C3)n1 (centres undefined)
-3% | COc1ccc(Cl)cc1-c1nc(SCC(=O)N(C)C2CCS(=O)(=O)C2)n[nH]1 (centres undefined)
? | COc1ccc([C@@H]2CC=C(C(=O)O)[C@H](c3ccccc3F)N2S(=O)(=O)c2ccccc2C)cc1
0% | COc1ccc(-c2noc(CN(C)Cc3ccccc3)n2)c(OC)c1OC
1% | O=C(CN1CCN(c2cccc(C(F)(F)F)c2)CC1)N(C1CCCC1)C1CCS(=O)(=O)C1 (centres undefined)
-9% | COc1cc(/C=C/C(=O)O)cc(S(=O)(=O)Nc2ccccc2C(=O)NCc2ccco2)c1OC
? | CCNC(=O)N(C)C[C@H]1N[C@@](CC)(C(=O)OC)[C@H]2C(=O)N(C)C(=O)[C@@H]12
-5% | Cc1ccc(C(=O)CSc2nc(N)cc(=O)[nH]2)cc1C
-12% | C/C=C/c1ccc(OCCCCN(C)Cc2ccccc2)c(OC)c1
-7% | NC(=O)c1cc([N+](=O)[O-])ccc1NCCc1ccccc1
-13% | COCCn1c(C)cc(C(=O)CN2C(=O)NC3(CCCCCC3)C2=O)c1C

A portion of the library; rates above refer to the full screens.
